CHT block = inhibitors of human choline transporter CHT; B-score at 10 µM; 0.86% of 310,000 active; CHT-expressing cells, membrane potential dye, choline response; hits give low values; Q9GZV3;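 active means B-score over 3 SD under the library average, and starting fluorescence ratio not unusually high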;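 further: choline stimulus applied at its EC90 after an EC20 pre-addition; B-score computed on integrated fluorescence ratio after choline addition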
Target sequence (Q9GZV3 whole entry, looked up): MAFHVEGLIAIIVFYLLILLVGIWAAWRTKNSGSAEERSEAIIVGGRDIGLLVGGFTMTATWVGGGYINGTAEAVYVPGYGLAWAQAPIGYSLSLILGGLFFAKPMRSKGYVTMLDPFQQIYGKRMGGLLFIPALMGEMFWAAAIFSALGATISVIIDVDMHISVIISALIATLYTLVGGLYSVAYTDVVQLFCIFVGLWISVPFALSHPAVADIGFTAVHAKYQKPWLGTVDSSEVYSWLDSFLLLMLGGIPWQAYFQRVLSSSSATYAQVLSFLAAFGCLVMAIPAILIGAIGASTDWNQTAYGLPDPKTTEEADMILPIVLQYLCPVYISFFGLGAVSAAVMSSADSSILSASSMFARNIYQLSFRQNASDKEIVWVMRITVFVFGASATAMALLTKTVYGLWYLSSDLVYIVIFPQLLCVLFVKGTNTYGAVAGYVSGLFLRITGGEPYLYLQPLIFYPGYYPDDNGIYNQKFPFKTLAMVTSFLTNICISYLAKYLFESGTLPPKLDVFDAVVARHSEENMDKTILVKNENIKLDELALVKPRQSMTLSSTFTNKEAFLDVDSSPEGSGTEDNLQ
Kir21 block = inhibitors of mouse Kir2.1 inward-rectifier potassium channel; P35561; HEK293-Kir2.1, FluxOR thallium flux fluorescence; hits give low values; B-score at 10 µM; 0.85% of 310,000 active; AID 1672;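 active means fluorescence ratio B-score at or below minus 3 SD of library scores, with starting-brightness B-score within 2 SD, cut at about -4.2 in these data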;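 further: channel flux triggered by added potassium and thallium sulfate stimulus; B-score of peak minus minimum fluorescence over baseline after thallium stimulus; more negative B-score means stronger Kir2.1 block with less thallium influx; some compounds called inactive have numbers as strong as hits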
Target sequence (P35561 whole entry, looked up): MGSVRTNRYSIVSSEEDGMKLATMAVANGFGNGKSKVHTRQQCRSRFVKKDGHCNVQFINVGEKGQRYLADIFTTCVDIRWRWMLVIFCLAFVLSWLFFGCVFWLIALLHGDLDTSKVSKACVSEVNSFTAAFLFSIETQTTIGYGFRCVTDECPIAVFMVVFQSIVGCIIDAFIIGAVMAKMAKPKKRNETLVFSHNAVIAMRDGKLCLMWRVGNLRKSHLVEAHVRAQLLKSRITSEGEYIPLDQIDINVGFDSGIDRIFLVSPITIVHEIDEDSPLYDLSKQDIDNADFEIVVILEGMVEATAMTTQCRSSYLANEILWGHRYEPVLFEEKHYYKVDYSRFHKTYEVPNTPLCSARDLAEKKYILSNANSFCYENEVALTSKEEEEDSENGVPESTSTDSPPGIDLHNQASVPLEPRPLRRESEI
Numbers without * were called inactive; i = inactive; nt = no result given.

# | Structure | CHT block | Kir21 block
1 | COc1cccc(NC(=O)C2C3C=CC4(O3)C2C(=O)N(C(C)C)C4C(=O)NC2CCCCC2C)c1 (stereo unspecified) | i | 0.01
2 | c1cn(-c2ccc(-c3ccnc4ncnn34)cc2)cn1 | i | -0.23
3 | Cc1cc(C)nc(N(C#N)Cc2cccc(Cl)c2)n1 | i | -1.1
4 | COCCNC(=O)c1n[nH]c2ccccc12 | i | -0.48
5 | O=C(N/N=C\c1ccc(Br)o1)C1COc2ccccc2O1 (stereo unspecified) | i | 0.67
6 | CN1CC(C(=O)Nc2ccc(F)c(Cl)c2)CC1=O (stereo unspecified) | i | -0.01
7 | COc1cc(C2C(C#N)=C(N)N(c3cccnc3)C3=C2C(=O)CCC3)ccc1O (stereo unspecified) | i | 0.24
8 | Cc1ccc(C(=O)NCc2cccnc2)o1 | i | -0.48
9 | O=C(CN1CCC(NC(=O)c2ccccc2F)CC1)NCc1ccc(F)cc1 | i | 0.06
10 | CCN(CC(=O)NCc1cccs1)S(=O)(=O)c1ccc(F)cc1 | i | -0.24
11 | NC(=O)N=Nc1c2[nH]c3ccccc3nc-2c2ccccc12 | i | 1
12 | O=C(c1cc(-c2ccc3c(c2)OCO3)on1)N1CCOCC1 | i | 0
13 | CC(=O)Nc1cccc(C(=O)/C=C/c2ccc[nH]2)c1 | i | -0.09
14 | CC(C)(C)OC(=O)NCCCCC1=CC2=CC(=O)C(C)(OC(=O)c3cnc4ccccc4n3)C(=O)C2=CO1 (stereo unspecified) | i | -0.96
15 | CCCCCOc1ccc(C(=O)NCCC(=O)NCCCC(=O)OCC)cc1 | i | -1
16 | CCc1ccc(S(=O)(=O)Nc2ccc(C)c(NS(C)(=O)=O)c2)cc1 | i | 1.5
17 | Cc1ccc(NC(=O)N[C@@H](CC(C)C)C(=O)O)c(C)c1 | i | -0.4
18 | C=C(C)Cn1c(N2CCN(c3ccc(OC)cc3)CC2)nc2c1c(=O)n(C)c(=O)n2C | i | -0.06
19 | CCOc1cc(/C=N\NC(=O)c2ccc(NC(=O)C(C)(C)C)cc2)ccc1OC(=O)c1ccc(OC)cc1 | i | 0.75
20 | CC(CN(C)C)CN1c2ccccc2CCc2ccccc21 (stereo unspecified) | i | -3.4
21 | CC1CCN(c2c([N+](=O)[O-])c(=O)oc3ccccc23)CC1 | i | 1.8
22 | CCOc1ccc(Cl)cc1/C=N/NC(=O)c1ccccc1 | i | 1.6
23 | CCn1ccnc1CN(C)Cc1nc(Cc2cccc(C(F)(F)F)c2)no1 | i | 0.6
24 | CCOn1c(=O)c(=O)n(OC)c2ccccc21 | i | -0.12
25 | CC(=O)N1c2ccc(S(=O)(=O)NCCC(=O)Nc3ncccc3C)cc2CC1C (stereo unspecified) | i | -0.25
26 | CCOC(=O)c1cc(CC)sc1NC(=O)COC(=O)C1CCC1 | i | -0.64
27 | COc1ccc(C(=O)CC(=O)C(=O)Nc2ccc(OC)c(Cl)c2)cc1 | i | -2.2
28 | O=C(NCC(c1ccco1)N1CCc2ccccc2C1)C(=O)Nc1ccc(F)cc1F (stereo unspecified) | i | -2.2
29 | O=C(CNC(=O)c1ccccn1)N=Nc1c(O)[nH]c2ccccc12 | i | -1.3
30 | COc1ccc(CN(CC2CCC(C(=O)O)CC2)C(=S)Nc2cccc(C)c2)cc1 (stereo unspecified) | i | -1.2
31 | N#CCCn1cc(/C=N/O)c(-c2ccc(Cl)cc2)n1 | i | -0.58
32 | CCOc1ccc(C(=O)NCCN2CCCCC2)c(OCC)c1 | i | -0.91
33 | CC(C)N1CCN(Cc2ccccc2-c2ccco2)CC1CCO (stereo unspecified) | i | 1.6
34 | OCCN1CCN(C(=S)c2ccc(-c3ccccc3)cc2)CC1 | i | 0.49
35 | Nc1nc(SCC(=O)Nc2ccccc2)[nH]c(=O)c1-c1ccccc1 | i | -0.83
36 | O=Nc1c(O)n(Cc2ccc(Cl)cc2)c2ccccc12 | i | -0.58

Structures listed so far that have a tert-butyl group (2):
# | Structure | CHT block | Kir21 block
14 | CC(C)(C)OC(=O)NCCCCC1=CC2=CC(=O)C(C)(OC(=O)c3cnc4ccccc4n3)C(=O)C2=CO1 (stereo unspecified) | i | -0.96
19 | CCOc1cc(/C=N\NC(=O)c2ccc(NC(=O)C(C)(C)C)cc2)ccc1OC(=O)c1ccc(OC)cc1 | i | 0.75

New compounds follow
# | Structure | CHT block | Kir21 block
37 | Cc1ccc(OCC(=O)N2CCN(C(=O)c3cccc(F)c3)CC2)cc1 | i | -0.33
38 | CCOc1cc(/C=N/NC(=O)c2ccncc2)ccc1OC(=O)c1ccccc1 | i | 1.9
39 | CCc1nc2oc3ccccc3c(=O)c2c(=O)n1Cc1ccccc1 | i | -0.59
40 | Cc1ccc(-c2ccccc2)n1-c1ccc(C(=O)O)cc1 | i | -0.2
41 | COc1ccc(-n2cnnc2SCC(=O)Nc2cc(C)on2)cc1 | i | -0.64
42 | O=C(CSc1n[nH]c(C2CCCC2)n1)NC1CCCC1 | i | 0.02
43 | CCC(=O)NC(c1cccs1)c1cc([N+](=O)[O-])c2cccnc2c1O (stereo unspecified) | i | 1.9
44 | CC(=N)c1c(O)c2ccccc2oc1=O | i | 0.36
45 | CC(C)CCSc1nc2ccccc2[nH]1 | i | -1.2
46 | Cc1ccccc1C(=O)N1CCC(C(=O)Nc2ccccc2Cl)CC1 | i | -0.3
47 | O=C(Nc1cccs1)N1CCN(c2ncccn2)CC1 | i | 1.2
48 | CCC(=O)N1CCc2cc(S(=O)(=O)NC(C(=O)N3CCc4ccccc4C3)C(C)C)ccc21 (stereo unspecified) | i | nt
49 | CCOC(=O)N1CCN(C(=O)CSCc2ccc(Cl)cc2)CC1 | i | 0.53
50 | CC(C)Cn1c(N)c(C(=O)CSc2nc3ccccc3n2C)c(=O)n(C)c1=O | i | -1.5
51 | Cc1ccc(C(C)NC(=O)Cn2nc(C)c([N+](=O)[O-])c2C)cc1 (stereo unspecified) | i | 0.38
52 | CCOC(=O)c1nnn(CC(=O)Nc2cccc(Cl)c2C)c1C(=O)OCC | i | 2.8
53 | Cc1cc(C(=O)CSc2nc(N)cc(=O)[nH]2)c(C)n1CCc1ccc(F)cc1 | i | 2
54 | O=C(C1=C[C@H](c2ccc(C(F)(F)F)cc2)C[C@H](OCCCCO)O1)N1CCN(Cc2ccccc2)CC1 | i | -0.44
55 | C=CCOc1ccc(/C=C2\N=C(C)OC2=O)cc1OC | i | 0.69
56 | C=CCn1cc(C(=O)OC)c(=O)c2cc(S(=O)(=O)N3CCC(C)CC3)ccc21 | i | -0.5
57 | COc1ccc(CN=Cc2[nH]c3ccc(Br)c(Cl)c3c2O)cc1 | i | -3.5
58 | CCc1sc(C(=O)N2CCN(S(C)(=O)=O)CC2)cc1Br | i | -0.63
59 | COC(=O)[C@H](C)NC(=O)Nc1ccccc1C(F)(F)F | i | -1.6
60 | Cc1ccc(NC(=S)NCCc2ccccc2)c(C)c1 | i | -5.1*
61 | CCn1c(SCC(=O)NCC2CCCO2)nnc1-c1ccc(S(=O)(=O)N2CCN(C)CC2)cc1 (stereo unspecified) | i | -0.38
62 | Cc1nonc1NC(=O)CSc1nc2c(C)cccc2cc1C#N | i | 0.2
63 | Cc1ccc(S(=O)(=O)NC2=C(N3CCN(Cc4ccccc4)CC3)C(=O)c3ccccc3C2=O)cc1 | -5.5* | 0.2
64 | O=C(CCN1C(=O)[C@H]2CC=CC[C@H]2C1=O)NCc1nc(-c2ccccc2)no1 | i | -1.3
65 | Cc1ccc(/C(=N\S(=O)(=O)c2ccc(Br)cc2)Nc2ccccc2C)cc1 | i | -1.1
66 | Cc1ccccc1Nc1nc(N)nc(COC(=O)c2cccn2C)n1 | i | -1.6
67 | Cc1ccc(N2C(N)=C(C#N)C3(C(=O)N(C)c4ccccc43)C3=C2CC(C)(C)CC3=O)cc1Cl (stereo unspecified) | i | 0.17
68 | O=C(Cc1csc(Nc2nc(=S)[nH]c3ccccc23)n1)NCCCN1CCN(c2ccccc2F)CC1 | i | -2
69 | O=C1C=C(Nc2cccc3cccnc23)c2ccccc2C1=O | i | -0.61
70 | CCCCn1nc2cc(C(=O)NCc3ccc(OC(F)(F)F)cc3)ccc2c1OC | i | 0.07
71 | CC[C@@]1(O)C(=O)OCc2c1cc1n(c2=O)Cc2cc3c(N)cccc3nc2-1 | i | 0.05
72 | Cc1cc(C)cc(NC(=O)C(Nc2ccccc2)c2ccccc2)c1 (stereo unspecified) | i | 0.26
73 | COCCNC(=O)CCCn1c(=O)c2cc(OC)c(OC)cc2n(CC(=O)c2cccc(OC)c2)c1=O | i | 0.36
74 | CC(=O)Nc1ccccc1OCC(=O)NCCC1=CCCCC1 | i | -1.2
75 | CC(c1ccco1)N(C(=O)c1ccccc1NS(=O)(=O)c1ccc(Cl)c([N+](=O)[O-])c1)c1ccccn1 (stereo unspecified) | -7.8* | 0.33
76 | COc1ccc(NC(=O)CSc2nnc(-c3cccs3)n2-c2ccccc2)cc1 | i | 0.1
77 | Cc1csc(NC(=O)CSc2nnc(-c3ccc(S(=O)(=O)N4CCCC4)cc3)o2)n1 | i | -0.2
78 | C=CCSc1nnc(N2C(=O)C(O)=C(C(=O)c3ccco3)C2c2ccc(F)cc2)s1 (stereo unspecified) | i | -1.1
79 | O=c1[nH]c2ccccc2nc1/C=C/c1ccc(F)cc1 | i | 0.32
80 | COc1cc(/C=C/C(=O)OCC(=O)NC(=O)NC(C)(C)C)cc(OC)c1OC | i | -1.1
81 | CCOC(=O)CSc1nnc(CNc2ccccc2Cl)n1-c1ccccc1 | -5.3* | -3.3
82 | CC1=NN(c2ccccc2)C(=O)/C1=C/c1c(C)[nH]n(-c2ccc(C)cc2)c1=O | i | 0.96
83 | Cc1cc(=O)oc2cc(OCC(=O)NCCN3CCOCC3)ccc12 | i | 0.57
84 | O=C(C1=C(O)C(=O)N(CCN2CCOCC2)C1c1ccc(F)cc1)c1cccs1 (stereo unspecified) | i | -1.1
85 | CCCCNC(=O)COC(=O)CNC(=O)c1cc(Cl)cc([N+](=O)[O-])c1 | i | -0.22
86 | Cn1c(Cc2nc(-c3cnccn3)no2)nnc1SCC(=O)Nc1ccccc1 | i | -0.19
87 | COC(=O)C1CCN(C(=O)Cn2nnc(-c3ccccc3)n2)CC1 | i | 0.53
88 | C=CCOc1c2ccc(C(=O)NCc3ccccc3OC)cc2nn1C | i | 0.84
89 | Cc1cc(NC(=O)c2cc(-c3ccco3)on2)no1 | i | -1.7
90 | CCOc1ccc(CN2CCN(c3cc(C)nc4c5c(C)cc(C)nc5nn34)CC2)cc1 | nt | -0.53
91 | COc1cccc(C2/C(=C(\O)c3ccc4c(c3)OCCO4)C(=O)C(=O)N2c2nnc(C)s2)c1 (stereo unspecified) | -5.7* | -1
92 | CC(C)Cc1ccc(C(C)NC(=O)c2ccc(=O)[nH]c2)cc1 (stereo unspecified) | i | 0.97
93 | O=C(NCCc1c[nH]c2ccccc12)C(=O)NCC(c1cccnc1)N1CCN(c2ccccc2)CC1 (stereo unspecified) | i | 0.8
94 | COc1ccc(-c2c([C@H]3[C@H]4C=CC[C@@H](C)[C@@H]4C(=O)N3Cc3ccccc3)ccc3ccccc23)cc1 | i | 0.06
95 | CCC(NS(=O)(=O)c1ccc(C)cc1)C(=O)Nc1ccc(NC(C)=O)cc1 (stereo unspecified) | i | 1.3
96 | COc1ccc(C(=O)c2c(N)sc3c2CCN(C(=O)OC(C)(C)C)C3)cc1 | i | 0.28

Next part
# | Structure | CHT block | Kir21 block
97 | CCOc1ccc2[nH]c(=O)c(C(c3nnnn3CC3CCCO3)N3CCc4ccccc4C3)cc2c1 (stereo unspecified) | i | -0.15
98 | COC(=O)c1c(NC(=O)CN2CCN(S(=O)(=O)c3ccccc3[N+](=O)[O-])CC2)sc2c1CCC(C)C2 (stereo unspecified) | i | -1.5
99 | CCN1CCN(C(=O)C(=O)c2cn(CC(=O)N3CCCC3)c3ccccc23)CC1 | i | 0
100 | CCOC(=O)C1=C(CNCCc2ccc(Cl)cc2)NC(=O)NC1c1ccc2c(c1)OCO2 (stereo unspecified) | i | -2
101 | CN1CCN(C(=O)c2cc3sccc3n2CC(=O)c2ccccc2)CC1 | i | 1.5
102 | CC(OC(=O)C1CCCCC1)c1nc2ccccc2[nH]1 (stereo unspecified) | i | 0.24
103 | COc1ccc2nc(SCC(=O)Nc3cc(OC)c(OC)cc3C(=O)O)c(C)cc2c1 | i | -0.77
104 | O=C(CNC(=O)c1ccccc1Cl)N/N=C/c1ccc2c(c1)OCO2 | i | -0.78
105 | COc1cccc(-n2c(SCC(=O)NCCC3=CCCCC3)nc3n[nH]c(C)c3c2=N)c1 | i | -0.07
106 | COc1ccc2c(=O)c3c(=O)n(Cc4ccco4)c(C(C)C)nc3oc2c1 | i | -1.3
107 | O=C(CN1CCN(S(=O)(=O)c2ccccc2)CC1)NCCc1ccccc1 | i | -0.05
108 | N#C/C(=C/c1ccc(N2CCCCC2)o1)C(=O)Nc1ccc2ccccc2c1 | nt | 0.13

Single records, as listed above.
COC(=O)c1c(NC(=O)CN2CCN(S(=O)(=O)c3ccccc3[N+](=O)[O-])CC2)sc2c1CCC(C)C2 (stereo unspecified) as listed: CHT block: i; Kir21 block: -1.5
CN1CCN(C(=O)c2cc3sccc3n2CC(=O)c2ccccc2)CC1 as listed: CHT block: i; Kir21 block: 1.5
CC(OC(=O)C1CCCCC1)c1nc2ccccc2[nH]1 (stereo unspecified) as listed: CHT block: i; Kir21 block: 0.24

Additional structures.
# | Structure | CHT block | Kir21 block
109 | Cc1onc(-c2c(Cl)cccc2Cl)c1NC(=O)NN(C)C | i | 0.1
110 | Cc1cc(Cl)ccc1NC(=O)CN1CCC(C(O)(c2ccccc2)c2ccccc2)CC1 | i | 1.2
111 | O=C(COC(=O)C1CCC1)NCc1ccc(F)cc1 | i | -0.81
112 | O=C(NCc1ccccc1F)c1cc(=O)[nH]c2ccccc12 | i | -0.76
113 | CCCCN(C)CC(O)Cn1cc(/C=C/C(=O)c2ccc(C)cc2)c2ccccc21 (stereo unspecified) | i | -5.2*
114 | O=C(O)COc1ccc(/C=N/NC(=O)c2ccccc2Br)cc1 | i | -0.65
115 | COc1cccc(C(=O)Nc2cccc(C(=O)N3CCOCC3)c2)c1 | i | 0.08
